Source: PubChem
CSN deneddyl inh = inhibitors of CSN-mediated cullin deneddylation, primary screen, biochemical, fluorescence polarization, uHTS; COP9 signalosome complex subunit 5 (Homo sapiens), Q92905; Purified CSN, SCF-Nedd8-OG deneddylation; inhibition, % at 12.5 µM; 0.38% of 360,000 active;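 active means pattern-corrected inhibition above about 35%, with an unprinted fluorescence ratio check between 0.5 and 1.5, limit read from the data, passing the limit was not always enough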;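 further: 0% = enzyme with substrate and 100% = substrate without enzyme; some results filed as inactive read as strong as hits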
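Test system: purified human Csn5 enzyme expressed in HEK293T cells. Amount: 0.24 nM enzyme. Reagent: SCFSkp2-Nedd8OG substrate at 10 nM final. Schedule: 90 min incubation of compound, enzyme and substrate at room temperature. Detection: fluorescence polarization. Read-out: % inhibition of substrate cleavage by Csn5.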
Rpn11 block = Rpn11 (PSMD14) deubiquitinase inhibitors, primary screen, biochemical, fluorescence polarization, uHTS | 26S proteasome non-ATPase regulatory subunit 14 (Homo sapiens), O00487 | human 26S proteasome, Ub4-pepOG fluorescence polarization; 20S core pre-blocked with epoxomicin | calls only at 20 µM | 0.59% of 360,000 active;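 active means inhibition at 20 µM, scaled to each plate's controls, above about 33%, limit read from the data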
MsrA act = bovine MsrA enzyme activators, primary screen, biochemical, absorbance, HTS | 0.3% of 360,000 active | purified bovine MsrA, absorbance read-out | activation, % at 10.6 µM | Methionine sulfoxide reductase A (Bos taurus); in the data active means activation above about 7.5%;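 further: 0% = vehicle and 100% = reference activator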
MT1-MMP act inh = blockers of MT1-MMP proenzyme processing, primary screen, HT1080 RFP-PRO-GFP cells, GFP/RFP fluorescence; GFP/RFP ratio fluorescence, overnight; percent of plate control window, DMSO zero; GFP/RFP ratio change, % at 20 µM; 0.061% of 360,000 active;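 active means GFP/RFP ratio change of at least 30% with cell ATP level not reduced by more than half and red fluorescence within 50% of control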; further: strong numbers were not always called active
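Assay system: HT1080 cells carrying an RFP-PRO-GFP reporter | Dosing: Single dose of 20 µM compound, 1% DMSO final | Incubation: Cells overnight before dosing, compound overnight, 37 °C, 5% CO2 | Evaluation: GFP/RFP fluorescence ratio | Control set: DMSO and RFP-L50D-GFP cell wells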
PABP1 MLLE inh = inhibitors of PABP1 MLLE–PAM2 peptide binding, primary screen, biochemical, fluorescence polarization, FITC-PAM2, GST-MLLE; AID 588489, 2011; 0.36% of 360,000 active; inhibition, % at 20 µM; in the data active means inhibition above about 35%, passing the limit was not always enough;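 further: plate controls were DMSO wells with GST-MLLE for no effect and wells lacking GST-MLLE protein for full effect; some results filed as inactive read as strong as hits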
Rin1 Abl inh = inhibitors of Rin1-Abl protein binding, primary screen, biochemical, TR-FRET. 0.4% of 360,000 active. inhibition, % at 7.35 µM. Tyrosine-protein kinase ABL1 (Homo sapiens) + Ras and Rab interactor 1 (Homo sapiens), …; in the data active means inhibition above about 5%, passing the limit was not always enough
Target sequence (P00519 whole entry, looked up): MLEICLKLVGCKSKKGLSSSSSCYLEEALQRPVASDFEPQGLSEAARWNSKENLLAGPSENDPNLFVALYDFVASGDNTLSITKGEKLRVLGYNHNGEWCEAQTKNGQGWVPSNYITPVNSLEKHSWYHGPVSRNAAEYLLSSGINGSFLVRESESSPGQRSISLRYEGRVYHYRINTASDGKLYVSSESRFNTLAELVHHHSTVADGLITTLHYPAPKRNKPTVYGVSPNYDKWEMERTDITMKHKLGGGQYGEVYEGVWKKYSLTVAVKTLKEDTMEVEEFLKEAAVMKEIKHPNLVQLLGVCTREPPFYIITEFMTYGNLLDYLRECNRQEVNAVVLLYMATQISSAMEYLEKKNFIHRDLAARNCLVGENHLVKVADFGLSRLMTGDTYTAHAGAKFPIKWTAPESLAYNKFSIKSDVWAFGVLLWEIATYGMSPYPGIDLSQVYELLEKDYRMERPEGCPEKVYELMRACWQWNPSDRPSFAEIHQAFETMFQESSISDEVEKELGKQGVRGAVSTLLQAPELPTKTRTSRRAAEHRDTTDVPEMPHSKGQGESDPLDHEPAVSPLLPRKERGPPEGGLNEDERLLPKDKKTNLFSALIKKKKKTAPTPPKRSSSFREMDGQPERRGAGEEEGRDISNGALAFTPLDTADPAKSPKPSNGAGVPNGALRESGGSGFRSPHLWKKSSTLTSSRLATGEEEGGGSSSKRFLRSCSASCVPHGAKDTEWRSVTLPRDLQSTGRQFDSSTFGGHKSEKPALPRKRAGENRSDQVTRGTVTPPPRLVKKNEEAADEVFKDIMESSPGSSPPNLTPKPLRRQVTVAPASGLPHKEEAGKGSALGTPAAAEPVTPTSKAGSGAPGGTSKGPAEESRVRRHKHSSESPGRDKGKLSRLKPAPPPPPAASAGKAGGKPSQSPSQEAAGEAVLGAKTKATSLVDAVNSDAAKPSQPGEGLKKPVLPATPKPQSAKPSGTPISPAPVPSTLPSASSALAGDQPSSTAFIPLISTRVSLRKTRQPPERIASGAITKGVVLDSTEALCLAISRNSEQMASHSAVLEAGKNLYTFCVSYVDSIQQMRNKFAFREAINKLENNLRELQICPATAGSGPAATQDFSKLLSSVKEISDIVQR
Target sequence (Q13671 whole entry, looked up): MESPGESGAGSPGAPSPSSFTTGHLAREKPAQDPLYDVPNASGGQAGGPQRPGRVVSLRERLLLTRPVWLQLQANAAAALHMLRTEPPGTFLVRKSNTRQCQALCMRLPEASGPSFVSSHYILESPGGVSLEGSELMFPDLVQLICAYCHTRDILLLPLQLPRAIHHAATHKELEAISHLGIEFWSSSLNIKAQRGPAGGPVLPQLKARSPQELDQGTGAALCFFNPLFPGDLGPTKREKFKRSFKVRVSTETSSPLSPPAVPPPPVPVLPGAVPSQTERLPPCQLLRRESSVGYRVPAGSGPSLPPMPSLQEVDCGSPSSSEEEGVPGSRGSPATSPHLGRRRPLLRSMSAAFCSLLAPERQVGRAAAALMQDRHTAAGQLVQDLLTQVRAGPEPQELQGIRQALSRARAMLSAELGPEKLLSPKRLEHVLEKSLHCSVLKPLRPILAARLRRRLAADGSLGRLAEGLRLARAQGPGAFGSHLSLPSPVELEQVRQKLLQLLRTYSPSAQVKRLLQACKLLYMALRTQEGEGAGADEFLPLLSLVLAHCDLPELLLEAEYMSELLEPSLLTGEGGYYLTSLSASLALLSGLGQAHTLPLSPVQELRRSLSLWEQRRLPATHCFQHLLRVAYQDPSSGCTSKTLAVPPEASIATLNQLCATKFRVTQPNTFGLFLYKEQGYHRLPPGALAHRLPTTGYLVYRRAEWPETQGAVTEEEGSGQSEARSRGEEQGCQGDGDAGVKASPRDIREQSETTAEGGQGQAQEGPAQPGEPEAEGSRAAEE
E coli Lon inh = inhibitors of E. coli Lon protease, primary screen, biochemical, fluorescence polarization; P0A9M0; purified E. coli Lon protease; inhibition, % at 7.94 µM; 0.42% of 360,000 active; AID 602123, 2011; in the data active means inhibition above about 13%, passing the limit was not always enough;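 further: 0% = enzyme with probe and DMSO and 100% = no enzyme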
MsrA inhibitor = bovine MsrA enzyme inhibitors, primary screen, biochemical, absorbance, HTS; Methionine sulfoxide reductase A (Bos taurus); purified bovine MsrA, absorbance read-out; inhibition, % at 15.5 µM; 0.75% of 360,000 active; AID 651718, 2012; in the data active means inhibition above about 4.5%;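 further: 0% = vehicle wells with enzyme and 100% = reference inhibitor wells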
FAS TE block = FAS thioesterase domain inhibitors, primary screen, biochemical, fluorescence intensity, uHTS; recombinant FAS-TE, OMFH fluorogenic substrate, fluorescence endpoint; inhibition, % at 15 µM; 0.67% of 360,000 active;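 active means compounds whose normalised, plate-corrected inhibition of enzyme fluorescence in the single-dose primary screen is 50% or more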;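 further: 0% = DMSO with enzyme and 100% = substrate without enzyme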
The depositor's hits bear a star; i = inactive; . = not tested or not shown.

SMILES	CSN deneddyl inh	Rpn11 block	MsrA act	MT1-MMP act inh	PABP1 MLLE inh	Rin1 Abl inh	E coli Lon inh	MsrA inhibitor	FAS TE block
O=C(NCCCOc1cccc(CN2CCCCC2)c1)c1ccc(Cl)c(Cl)c1	0	i	-2	3	-4	3	-2	1.8	-1
OCC1(CCOc2ccccc2)CCN(Cc2cn[nH]c2-c2ccccc2)CC1	2	i	-2	3	6	4	2	-0.3	-10
COC(=O)c1c(-c2ccccc2)csc1NC(=O)C1CC=CCC1C(=O)O (stereo not given)	-3	i	-4	-5	12	5	-5	1.4	-5
Cc1ccc(NC(=O)CSc2nnc(-c3ccccn3)n2C)cc1	-3	i	-2	2	5	-2	-4	-0.5	-7
CCOCCCNC(=O)c1ccc(CS(=O)(=O)Cc2cccc(C)c2)o1	-8	i	-5	7	-5	5	-5	0.5	-10
CCOC(=O)c1cc2c(C)n(-c3ccc(N(C)C)cc3)c(C)c2cc(C(=O)OCC)c1=O	-8	i	-3	1	19	-3	-13	-0.4	-4
COc1cc(CNC(C)c2ccccc2)cc(Cl)c1OCC(=O)Nc1ccccc1 (stereo not given)	-16	i	-5	-4	3	3	4	-0.2	21
COCCCNC(=O)c1ccc(C2SCC(=O)N2Cc2ccco2)cc1 (stereo not given)	-2	i	-2	1	16	2	1	0.8	-1
O=C1CNC(=O)/C1=C/c1ccccc1	0	i	-13	2	0	5	1	-0.1	-13
CCOC(=O)C1=C(C)N(C)C(=S)N(C)C1c1ccc(OC)cc1 (stereo not given)	-3	i	-3	1	5	-4	9	-0.7	-5
CC12CCC(C(=O)Nc3ncc([N+](=O)[O-])s3)(OC1=O)C2(C)C (stereo not given)	3	i	-3	-2	-1	1	-6	.	-6
CCc1nnc(NC(=O)c2ccc(COc3ccc(C)cc3)o2)s1	4	i	-2	4	-2	-2	12	-1.1	-8
CC1CCN(S(=O)(=O)c2ccc(C(=O)Nc3ncccc3O)cc2)CC1	2	i	0	2	32	0	11	1.7	-9
Cc1ccc(S(=O)(=O)NC(=O)C2(C)CCN2C(=O)C2CCCCC2)nc1 (stereo not given)	1	i	-4	1	9	1	-8	0.1	-7
Cc1oc(-c2cccc(Cl)c2)nc1CS(=O)(=O)CC(=O)NC1CCCC1	-6	i	-2	-1	-16	4	1	0.0	0
Clc1ncnc2[nH]ccc12	-3	i	-12	1	0	2	-15	0.3	-10
CN(c1ccccc1)c1ccc(/C=C/[N+](=O)[O-])cc1	6	i	-7	-14	-121	-1	-274	0.1	-13
O=C(Nc1ccc(S(=O)(=O)NCC2CCCO2)cc1)c1ccccc1 (stereo not given)	3	i	-3	0	1	-4	13	1.6	-3
CC(CCc1ccccc1)NC(=O)C(=O)c1c[nH]c2ccccc12 (stereo not given)	0	i	-4	-3	-16	0	8	1.8	7
CCOC(=O)C(Nc1ccc2ccccc2c1)C(=O)OCC	4	i	2	5	-12	-2	2	0.2	13
CCOc1ccc2oc(C(=O)NCc3nc4ccccc4[nH]3)c(C)c2c1	-4	i	-4	3	-4	-1	-2	0.7	-2
COc1cc(/C=N/NC(=O)c2nnn(-c3nonc3N)c2C)ccc1OCc1ccc(Cl)cc1	18	i	0	2	8	-2	-7	0.8	1
CC(=O)Nc1ccc(S(=O)(=O)NC2(C(F)(F)F)NC(=O)N(CC(C)C)C2=O)cc1 (stereo not given)	-23	i	-3	-3	13	4	-4	-0.3	-3
CC(C)c1ccc(NC2CCCN(C(=O)c3cccc(N4CCNC4=O)c3)C2)cc1 (stereo not given)	1	i	-7	-1	4	7	6	-0.8	-4
O=C1C(Cl)=C(NCc2ccco2)C(=O)c2ccccc21	0	i	14*	-3	14	-10	-5	0.8	-4

6 entries already listed, ordered by the value under E coli Lon inh, largest number first.
Molecule	E coli Lon inh
CCc1nnc(NC(=O)c2ccc(COc3ccc(C)cc3)o2)s1	12
CC1CCN(S(=O)(=O)c2ccc(C(=O)Nc3ncccc3O)cc2)CC1	11
COc1cc(CNC(C)c2ccccc2)cc(Cl)c1OCC(=O)Nc1ccccc1 (stereo not given)	4
CCOc1ccc2oc(C(=O)NCc3nc4ccccc4[nH]3)c(C)c2c1	-2
Cc1ccc(NC(=O)CSc2nnc(-c3ccccn3)n2C)cc1	-4
CN(c1ccccc1)c1ccc(/C=C/[N+](=O)[O-])cc1	-274

(continued)
SMILES	CSN deneddyl inh	Rpn11 block	MsrA act	MT1-MMP act inh	PABP1 MLLE inh	Rin1 Abl inh	E coli Lon inh	MsrA inhibitor	FAS TE block
COc1cccc(CNC(=O)CN2C(=O)CC(c3ccccc3)=Nc3ccccc32)c1	-4	i	-7	1	4	-2	7	-0.3	7
CC(C)NC(=O)C1(C)CCCN1C/C=C/c1ccccc1 (stereo not given)	-2	i	0	3	-3	-2	-10	-1.1	-2
CC(C)CNC(=O)NC(=O)CSc1nc2ccccc2n1CC(C)C	-1	i	-5	-2	-67	-2	-3	0.2	1
COc1ccc2nc(/N=C(\N)NC(=O)C(C)(C)C)nc(C)c2c1	0	i	-2	2	-11	-4	1	1.5	-108
COC(=O)[C@H](Cc1ccccc1)NC(=O)NCc1ccc(S(N)(=O)=O)cc1	-5	i	-2	1	5	-4	1	0.1	-5
COc1ccccc1C1/C(=C(\O)c2ccc3c(c2)OCCO3)C(=O)C(=O)N1CCCn1ccnc1 (stereo not given)	1	i	-1	2	11	0	2	3.1	-5
COc1cccc(C(=O)CC(=O)C(=O)Nc2cccc([N+](=O)[O-])c2C)c1	1	i	-5	1	-2	4	-8	1.5	10
CN(C)CCCNc1nc(N)c([N+](=O)[O-])c(NCCO)n1	2	i	-2	0	1	3	4	3.1	0
N#CC(c1cccc(Cl)c1)c1ccc2c(C(F)(F)F)cc(C(F)(F)F)nc2n1 (stereo not given)	1	i	-4	-10	11	1	2	2.0	19
CC(=O)Nc1ccc(S(=O)(=O)Nc2ccccn2)cc1	-1	i	-6	3	-12	1	1	0.0	-8
O=C(Cn1cnc(S(=O)(=O)N2CCCC2)c1)Nc1cccc(F)c1	-2	i	-2	1	-6	2	2	-0.6	-4
O=C(NCc1cccnc1)c1cccc(S(=O)(=O)N2CCCC2)c1	-1	i	-1	-1	1	0	3	0.5	-5
COc1cccc(N(C(=O)Cn2nnc(-c3ccc(C)o3)n2)C(C(=O)NC2CCCC2)c2ccncc2)c1 (stereo not given)	3	i	-3	-1	17	0	-10	-1.4	0
COc1cccc(NC(=O)COc2coc(CN3CCc4ccccc4C3)cc2=O)c1	1	i	-7	1	1	4	-1	1.4	-2
CC(Sc1nc2ccccc2c(=O)n1CC1CCCO1)C(=O)N(C)Cc1ccccc1 (stereo not given)	1	i	-2	-1	3	2	-9	-0.9	2
COCc1c(Br)c(C)nc2sc3c(=O)[nH]nnc3c12	2	i	-15	8	14	-2	3	2.0	-1
O=C(Nc1ccccc1)C1COc2ccccc2O1 (stereo not given)	6	i	-7	0	6	-2	-5	0.4	-6
Cc1cnc(NC(=O)Nc2ccc(Cl)cc2)s1	0	i	-9	-12	14	-2	9	0.2	8
COc1ccccc1-c1ccc(=O)n(CC(=O)NCc2cccs2)n1	2	i	0	2	4	0	-1	1.7	-2
COc1cccc(C(=O)C2CCCN(CC3=Cc4cc(OC)ccc4OC3)C2)c1 (stereo not given)	5	i	-8	1	-21	-2	2	0.5	26
O=C(Cn1nnc2ccccc21)c1ccc([N+](=O)[O-])cc1	5	i	-7	-14	3	-1	-2	-0.4	2
O=C(NCc1ccccc1)C1CCCN(S(=O)(=O)c2cccc3nonc23)C1 (stereo not given)	5	i	-3	1	-41	0	-9	-1.4	-6
O=C(NCc1cccs1)c1ccc2nc([C@@H]3O[C@H](CO)[C@H](O)[C@H](O)[C@H]3O)[nH]c2c1	2	i	-2	-1	0	-1	6	0.7	-7
C=CCNCCOc1ccc(C(C)(C)c2ccccc2)cc1	-6	i	-4	19	-5	0	-4	-1.0	-5
CC(C)C(=O)Nc1c2c(nn1-c1ccc([N+](=O)[O-])cc1)CS(=O)(=O)C2	2	i	-3	-1	-6	2	1	0.6	-6
SMILES	CSN deneddyl inh	Rpn11 block	MsrA act	MT1-MMP act inh	PABP1 MLLE inh	Rin1 Abl inh	E coli Lon inh	MsrA inhibitor	FAS TE block
Cc1[nH]n(C(N)=S)c(=O)c1N=Nc1cc(C(F)(F)F)ccc1Cl	-2	i	-5	7	30	1	9	1.2	-1
Clc1ccc(CON/C=N/c2ncnc3sccc23)c(Cl)c1	-1	i	0	-9	-1	2	7	0.6	20
O=S(=O)(Nc1ccc(Cl)c(Cl)c1)N1CCOCC1	-3	i	-2	-1	-13	0	-5	0.4	-3
CCCC(C(=O)NC1CCCCC1)N(CC1CCCO1)C(=O)CNS(=O)(=O)c1ccc(F)cc1 (stereo not given)	2	i	-2	-6	-4	3	-9	-0.8	0
COc1ccc(S(=O)(=O)N[C@@H](Cc2ccc(Cl)cc2)C(=O)N2CC[C@@]3(O)CCCC[C@H]3C2)cc1	0	i	-7	-3	24	-1	-8	-0.2	6
Cc1ccc(CNS(=O)(=O)c2cccc3nsnc23)cc1	4	i	-5	1	-5	-1	3	-0.1	-2
O=C(CSc1nnc(-c2ccncc2)o1)Nc1ccc(F)c(F)c1	2	i	-7	2	-72	-2	2	1.3	-2
Cc1ccc(CNC(=O)Cc2cccs2)cc1	2	i	-9	0	-13	-1	1	1.6	0
COc1ccc([N+](=O)[O-])cc1NCC(=O)Nc1cc(S(=O)(=O)N2CCCCC2)ccc1C	-2	i	-2	-1	-5	-1	0	0.5	41
O=C(Nc1cccc(NC(=O)c2ccc(F)cc2)c1)c1ccc(F)cc1	2	i	-2	-3	5	-2	-6	0.3	-2
Cc1ccccc1-n1c(C)nnc1SCC(=O)N1CC(=O)Nc2ccccc21	-4	i	0	-5	20	2	3	0.3	-9
CC1=NN(c2ccc(C)cc2C)C(=O)C1C(c1ccccc1)C1C(=O)N(c2ccc(C)cc2C)N=C1C (stereo not given)	-4	i	2	9	0	2	-4	.	8
COc1ccc(/C=C/C(=O)NC(=S)NNC(=O)c2cccnc2)cc1OC	-1	i	-8	1	-2	2	7	5.6*	-10
FC(F)(F)c1cnc(COc2ccc(Cl)cc2Cl)c(Cl)c1	6	i	1	-1	5	4	-6	0.4	30
C[C@@]12CCC=C[C@H]1[C@H](c1ccc3ccccc3c1Br)N(Cc1ccccc1)C2=O	7	i	-2	-4	-4	-2	8	0.4	18
CCC(=O)N1CCc2cc(S(=O)(=O)N3CCN(c4ccccc4Cl)CC3)ccc21	3	i	-1	1	7	2	-3	0.9	34
Cc1cc(NC(=O)c2cc(C)on2)no1	-7	i	-1	1	2	2	-2	-0.8	-8
Cc1ccc(NC(=O)CSc2nnc3ccc(-c4cccnc4)nn23)cc1	3	i	-3	-7	9	1	-17	-1.4	-5

Quoted from the listing:
PABP1 MLLE inh with `Cc1ccc(CNS(=O)(=O)c2cccc3nsnc23)cc1` stands at -5
MsrA inhibitor with `COc1ccc(/C=C/C(=O)NC(=S)NNC(=O)c2cccnc2)cc1OC` stands at 5.6*

Hits appear at their usual frequency; 3.7% or so of the library scored in one or more.
